From PubChem
ROMK mod: ROMK potassium channel modulators, primary screen, cell-based, thallium flux, MLSMR library | Tet-inducible ROMK, thallium flux fluorescence; actives lie on both sides | B-score at 10 µM | 130,000 compounds, 2% hits;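 active means signal ratio slope over the read window, or its plate-corrected B-score, at least 3 SD from the plate mean, either direction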;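 further: B-score of the F/F0 ratio slope over 7 to 12 s after thallium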
Target sequence (P48048 whole entry, looked up): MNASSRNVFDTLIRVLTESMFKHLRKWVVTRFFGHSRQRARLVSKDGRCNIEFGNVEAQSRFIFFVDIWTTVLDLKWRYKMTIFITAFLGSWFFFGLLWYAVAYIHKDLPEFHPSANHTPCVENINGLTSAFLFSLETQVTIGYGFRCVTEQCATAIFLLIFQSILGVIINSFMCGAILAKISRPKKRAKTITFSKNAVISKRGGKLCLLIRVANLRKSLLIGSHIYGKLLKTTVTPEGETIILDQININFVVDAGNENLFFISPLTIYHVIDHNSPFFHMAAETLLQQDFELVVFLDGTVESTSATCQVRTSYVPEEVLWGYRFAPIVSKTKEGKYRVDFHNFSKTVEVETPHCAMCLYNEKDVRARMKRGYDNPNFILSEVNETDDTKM
* = called active by the depositor. An excerpt. The share of hits here may be higher or lower than overall.

Start of the listing, in advance (two entries):
| No. | molecule | ROMK mod |
| --- | --- | --- |
| 1 | COc1cc(/C=C2\C(C)=C(C#N)c3nc(N)c(C#N)c(C)c32)ccc1OCC(=O)O | 0.82 |
| 2 | O=C1/C(=C\c2ccsc2)N2CCC1CC2 | 0.14 |

The listing, from the first entry:
| No. | molecule | ROMK mod |
| --- | --- | --- |
| 1 | COc1cc(/C=C2\C(C)=C(C#N)c3nc(N)c(C#N)c(C)c32)ccc1OCC(=O)O | 0.82 |
| 2 | O=C1/C(=C\c2ccsc2)N2CCC1CC2 | 0.14 |
| 3 | Cn1c2ccccc2c2nnc(NN)nc21 | -0.046 |
| 4 | O=C(O)CNC(=O)CCCn1nnc2ccccc2c1=O | -0.011 |
| 5 | Cc1nnc(Sc2cc(C(=O)NC3CC3)c3ccccc3n2)s1 | -0.012 |
| 6 | O=C(NC1CCCCC1)Oc1cc2oc(=O)sc2cc1Br | -1.1 |
| 7 | CS(=O)(=O)c1sc(C(=O)NC(=S)Nc2ccc(OC(F)(F)F)cc2)c2c1C=CCC2 | 1.1 |
| 8 | CCOC(=O)c1cn2nc(Oc3cccc(C(F)(F)F)c3)ccc2n1 | -0.2 |
| 9 | COC(=O)N=Nc1c(O)n(Cc2ccccc2)c2ccccc12 | -0.55 |
| 10 | CCOC(=O)CC(=O)NC(C)(C)CCCCC(C)(C)NC(=O)CC(=O)OCC | 1 |
| 11 | COC(=O)c1ccc(S(=O)(=O)N2CCN(C)CC2)n1C | 0.18 |
| 12 | COCCN1CCn2c(nc3cc(NC(=O)Cn4nc(C)c5ccccc5c4=O)ccc32)C1 | 0.12 |
| 13 | CCc1nnc(NC(=O)c2ccc3c(=O)n4c(nc3c2)CCCCC4)s1 | 0.071 |
| 14 | CC1CC(=O)NN1C(=O)c1ccccc1 (stereo not drawn) | 0.39 |
| 15 | CC1(C)Cc2c(c(-c3ccccc3)nc3sc4c(=O)[nH]c(=S)[nH]c4c23)CO1 | 0.77 |
| 16 | Clc1ccc(-c2csc(-c3ccno3)n2)cc1 | -0.58 |
| 17 | Cc1nc(-c2cccnc2)sc1C(=O)N/N=C/c1ccccc1Cl | 1.4 |
| 18 | Nc1nnn(CC(=O)N/N=C/c2ccc(Cl)cc2Cl)n1 | 0.17 |
| 19 | CCC(=O)NNC(=O)c1cc(COc2cc(Cl)cc(Cl)c2)on1 | 0.6 |
| 20 | CC(C)Oc1nc(-c2ccc(Cl)cc2)nc2ccccc12 | 0.9 |

Brought forward from above: 6 compounds; new compounds follow.
| No. | molecule | ROMK mod |
| --- | --- | --- |
| 15 | CC1(C)Cc2c(c(-c3ccccc3)nc3sc4c(=O)[nH]c(=S)[nH]c4c23)CO1 | 0.77 |
| 16 | Clc1ccc(-c2csc(-c3ccno3)n2)cc1 | -0.58 |
| 17 | Cc1nc(-c2cccnc2)sc1C(=O)N/N=C/c1ccccc1Cl | 1.4 |
| 18 | Nc1nnn(CC(=O)N/N=C/c2ccc(Cl)cc2Cl)n1 | 0.17 |
| 19 | CCC(=O)NNC(=O)c1cc(COc2cc(Cl)cc(Cl)c2)on1 | 0.6 |
| 20 | CC(C)Oc1nc(-c2ccc(Cl)cc2)nc2ccccc12 | 0.9 |
| 21 | C=CCn1c(SCC(=O)N2c3ccccc3Sc3ccccc32)nnc1-c1ccco1 | -0.25 |
| 22 | CCOC(=O)C(C)Oc1ccc(NC(=O)C(Cl)(Cl)Cl)cc1 (stereo not drawn) | 0.2 |
| 23 | CC(=O)c1cccc(NC(=O)Cn2c(=O)oc3cc(S(=O)(=O)N4CCCC4)ccc32)c1 | -0.52 |
| 24 | CCc1nc2sc3c(Cl)ncnc3c2c2c1CCCC2 | 0.68 |
| 25 | COc1ccc(C2c3ccc(O)cc3Oc3ncn(Cc4ccco4)c(=N)c32)cc1OC (stereo not drawn) | -1.7 |
| 26 | CC(=O)Nc1ccc(SCC(=O)c2c(N)n(Cc3ccccc3)c(=O)n(C)c2=O)cc1 | 0.45 |
| 27 | NNC(=O)c1ccc(OCC2CC(c3ccc(Cl)cc3)=NO2)cc1 (stereo not drawn) | 0.34 |
| 28 | C=C(C)CN1C(=O)C(=O)N(CC(=C)C)C1=O | -0.6 |
| 29 | O=C(Nc1ccc(Cl)cc1)c1ccc(-c2ccccn2)s1 | 1.5 |
| 30 | Cc1ccc(NC(=O)C(Cc2ccccc2)n2cccc2)cc1 (stereo not drawn) | 0.021 |
| 31 | CC(C)(C)C(=O)Nc1ccccc1C(=O)NCc1cccnc1 | 0.67 |
| 32 | CCn1c(SCC(=O)Nc2cc(C)nn2-c2ccccc2)nnc1-c1cccs1 | 0.41 |
| 33 | CC(C)C(NS(=O)(=O)c1cccc2nsnc12)C(=O)Nc1nccs1 (stereo not drawn) | 0.032 |
| 34 | c1ccc2c(c1)SCc1nnc(-c3ccncc3)n1-2 | -0.096 |
| 35 | O=C(Cn1cc2c(n1)CCCCC2)Nc1ccccc1Cl | -0.4 |
| 36 | Cc1cccc(NCC(=O)N/N=C\c2cccn2C)c1 | -0.82 |
| 37 | Cc1ccc(C(=O)n2nc(C#N)c(C#N)c2N)cc1 | -0.14 |
| 38 | CC1Cc2cc(/C=C3/SC(=S)NC3=O)ccc2O1 (stereo not drawn) | 0.45 |
| 39 | Cn1nc(-c2ccccc2)cc1NC(=O)Nc1ccc(C(C)(C)C)cc1 | -0.02 |
| 40 | N#Cc1ccccc1OCC(=O)C1CC1 | 0.44 |
| 41 | CCCC(=O)Nc1ccc(-c2csc(N/N=C\c3ccncc3)n2)cc1 | 0.14 |
| 42 | O=C(CN1c2ccccc2Sc2ccccc21)N/N=C/c1ccc(Cl)cc1 | -0.37 |
| 43 | CCc1c(O)nc(SCC(=O)c2ccccc2)n(-c2ccccc2)c1=O | -0.34 |
| 44 | O=C(c1ccncc1)N1CCN(C2CCC(c3ccccc3)CC2)CC1 (stereo not drawn) | -0.49 |
| 45 | CC(C(c1cccs1)c1c(N)n(C)c(=O)n(C)c1=O)[N+](=O)[O-] (stereo not drawn) | -0.0027 |
| 46 | COc1cc(SC)ccc1C(=O)Nc1ccccn1 | 0.06 |
| 47 | Cc1onc(-c2c(F)cccc2Cl)c1C(O)c1ccc(F)cc1 (stereo not drawn) | -0.31 |
| 48 | COC(=O)/C(C#N)=C/N(C)C | 0.2 |
| 49 | O=C1C(=O)N(c2ccc(O)cc2)C(c2ccccc2[N+](=O)[O-])/C1=C(\O)c1ccccc1 (stereo not drawn) | -0.47 |
| 50 | O=C(/C(=C/c1cccnc1)n1ccnc1)c1ccc(Cl)cc1Cl | -5.6* |
| 51 | Cc1nn(-c2ccccc2)nc1C(=O)NNC(=O)c1cccc2ccccc12 | -0.44 |
| 52 | Cc1ccc(Cn2ccc(NC(=O)c3cc(C4CC4)on3)n2)cc1 | 0.79 |
| 53 | CCOP(=O)(OCC)C(Nc1ccccc1)c1ccccc1C(F)(F)F (stereo not drawn) | -0.088 |
| 54 | COc1ccc(/C(C)=N/Nc2nc3ccccc3n3cnnc23)cc1OC | -0.26 |
| 55 | COCC(C)NC(=O)c1cc2cccc([N+](=O)[O-])c2[nH]1 (stereo not drawn) | 0.6 |
| 56 | CC1CC(=O)Nc2ccccc2N1S(=O)(=O)c1ccc(C#N)cc1 (stereo not drawn) | 2.4 |
| 57 | CCOc1ccc(C(=O)NC(C(=O)NCC2CCCO2)C(C)C)cc1 (stereo not drawn) | 0.19 |
| 58 | N#C/C(=C(/O)CO/N=C/c1ccccc1Cl)c1nc2ccccc2[nH]1 | -0.074 |
| 59 | O=C(CN1CCN(C(c2ccccc2)c2ccccc2)CC1)N1CCN(c2ccccc2)CC1 | -3.7* |
| 60 | COc1cccc(C(c2c(N)[nH]c(=S)[nH]c2=O)c2c(N)[nH]c(=S)[nH]c2=O)c1 | -0.43 |
| 61 | C=CCOc1ccn(C)c(=O)n1 | 1.1 |
| 62 | O=C(O)c1cc(/C=C/C(=O)c2cc(F)ccc2O)c2c(c1)COCO2 | 0.21 |
| 63 | O=C(Cc1ccc(Br)cc1)Nc1ncc([N+](=O)[O-])s1 | -0.15 |
| 64 | COc1ccccc1-c1cc(N)n(S(=O)(=O)c2cccc3nsnc23)n1 | -0.017 |
| 65 | COc1cc(C(=O)O)ccc1Cl | 0.43 |
| 66 | CCn1c(SCC(=O)OC)nc2sc3c(c2c1=O)CC(C)(C)OC3 | 0.51 |
| 67 | O=C(O)c1ccc2c(c1)C(=O)N(c1nccs1)C2=O | 0.75 |
| 68 | COc1cc(N2C(=O)CC3(CCCC3)CC2=O)cc(OC)c1OC | 0.23 |
| 69 | Cc1c(/C(O)=C2/C(=O)C(=O)N(CCCN3CCOCC3)C2c2ccncc2)cnn1-c1ccccc1 (stereo not drawn) | 0.5 |
| 70 | O=C(NNc1ccc(F)cc1F)C1CCC1 | -0.047 |
| 71 | CCOC(=O)c1c(CN2CCN(CCO)CC2)n(-c2ccccc2)c2cc(Br)c(O)cc12 | -0.25 |
| 72 | CN(c1ccccn1)c1ncnc2[nH]ncc12 | -0.47 |
| 73 | CCC(=O)Nc1sc(Cc2ccc3c(c2)OCO3)c(C)c1C(N)=O | -0.021 |
| 74 | COc1ccc(C(=O)N2CCC(O)(c3ccc(Cl)cc3)CC2)cc1OC | 0.68 |
| 75 | CN(C)c1ccc(C(=O)Nc2ccc(CN3CCS(=O)(=O)CC3)cc2)cc1 | -0.37 |
| 76 | CCCCCCCCc1nc(SCC(C)=O)n[nH]1 | 0.35 |
| 77 | CC1CCN(c2c(NCC3CCC(C(=O)NC4CCCCCC4)CC3)c(=O)c2=O)CC1 (stereo not drawn) | 1 |
| 78 | COCCNC(=O)C(=O)NCC1OCCN1S(=O)(=O)c1cccs1 (stereo not drawn) | 0.11 |
| 79 | CC(Oc1ccc2c(=O)c(-c3ccc(Cl)cc3)c(C(F)(F)F)oc2c1)C(=O)O (stereo not drawn) | 1.2 |
| 80 | CO/N=C1\CCCc2c(C(=O)NN)sc(SC)c21 | -0.22 |

The results go on:
| No. | molecule | ROMK mod |
| --- | --- | --- |
| 81 | O=C(CSc1nnc(SCc2ccc(Cl)cc2)s1)N/N=C/c1ccc(C(=O)O)cc1 | -0.22 |
| 82 | O=CNC(n1cnc2c(N3CCOCC3)ncnc21)C(Cl)(Cl)Cl (stereo not drawn) | -1.8 |
| 83 | Oc1ccccc1-c1nc(NCc2cccnc2)c2ccccc2n1 | 0.043 |
| 84 | CCOC(CC(=O)NNC(=O)c1c(-c2c(Cl)cccc2Cl)noc1C)OCC | -0.35 |
| 85 | N#C/C(=C(/O)c1ccc(C(=O)c2ccccc2)cc1)c1nc2ccccc2[nH]1 | 0.26 |
| 86 | COc1ccc(C(=O)CSc2nc3ncccc3[nH]2)cc1OC | -0.56 |
| 87 | Cc1ccccc1OCC(=O)Nc1nnc(-c2ccco2)s1 | 0.021 |
| 88 | COc1cccc2cc(C(=O)Nc3ccc(S(=O)(=O)NCC4CCCO4)cc3)c(=O)oc12 (stereo not drawn) | 0.43 |
| 89 | CCOC(=O)c1cccc(NC(=O)Nc2ccc3c(c2)C(=O)OC3)c1 | 0.39 |
| 90 | C[n+]1cccc(C2C(C#N)=C(N)Oc3c2ccc2ccccc32)c1 (stereo not drawn) | -0.011 |
| 91 | O=C(Cn1nnc2ccccc2c1=O)N[C@H](C(=O)O)c1ccccc1 | 0.032 |
| 92 | O=C(COc1ccc(Cl)cc1Cl)NN1C(=O)C2C3C=CC([C@@H]2C1=O)C31CC1 (stereo partly drawn) | -0.53 |
| 93 | COc1cc(CNc2ncnc3c2[nH]c2ccc(C)cc23)cc(OC)c1 | 0.035 |
| 94 | Nc1nn(-c2ccccc2)c(N)c1N=Nc1cccc(F)c1 | 3.4* |
| 95 | NC(=S)N/N=C/c1coc2ccc(F)cc2c1=O | -0.57 |
| 96 | O=C(O)CC1(CC(=O)Nc2ccc3ccccc3n2)CCCCC1 | 0.11 |
| 97 | Cc1ccc(S(=O)(=O)N2CCCN(c3nccc(C(F)(F)F)n3)CC2)cc1 | 0.48 |
| 98 | Cc1c(NC(=O)C(=O)N/N=C/c2cccs2)c(=O)n(-c2ccccc2)n1C | -1.2 |
| 99 | COc1ccccc1/C=C1\Oc2cc(OC(=O)N3CCOCC3)ccc2C1=O | -1.4 |
| 100 | CC(=O)C1=C(O)C(=O)N(c2ccc(Br)cn2)C1c1ccc(Br)cc1 (stereo not drawn) | -0.57 |

6 entries already listed, arranged by molecular weight, ascending.
| No. | molecule | ROMK mod |
| --- | --- | --- |
| 96 | O=C(O)CC1(CC(=O)Nc2ccc3ccccc3n2)CCCCC1 | 0.11 |
| 89 | CCOC(=O)c1cccc(NC(=O)Nc2ccc3c(c2)C(=O)OC3)c1 | 0.39 |
| 85 | N#C/C(=C(/O)c1ccc(C(=O)c2ccccc2)cc1)c1nc2ccccc2[nH]1 | 0.26 |
| 98 | Cc1c(NC(=O)C(=O)N/N=C/c2cccs2)c(=O)n(-c2ccccc2)n1C | -1.2 |
| 92 | O=C(COc1ccc(Cl)cc1Cl)NN1C(=O)C2C3C=CC([C@@H]2C1=O)C31CC1 (stereo partly drawn) | -0.53 |
| 88 | COc1cccc2cc(C(=O)Nc3ccc(S(=O)(=O)NCC4CCCO4)cc3)c(=O)oc12 (stereo not drawn) | 0.43 |

(more compounds)
| No. | molecule | ROMK mod |
| --- | --- | --- |
| 101 | CCCCCCCc1nc2nc(C)c(Br)c(=O)n2[nH]1 | -1 |
| 102 | Cc1[nH]c(=O)[nH]c(=O)c1/C=N/NC(=O)[C@H](C)N | -0.2 |
| 103 | COc1ccccc1NC(=O)c1cc2c(s1)-c1ccccc1S(=O)(=O)C2 | 1.5 |
| 104 | Cc1ccc(/C=C2\SC(=S)N(CCCC(=O)NNC(=O)c3ccccc3O)C2=O)cc1 | -1.1 |
| 105 | Cc1c(O)nc2sc3ccccc3n2c1=O | 0.63 |
| 106 | O=C(Nc1ccccc1)OC1CCCCc2cccnc21 (stereo not drawn) | -1.7 |
| 107 | Cc1nc(-c2ccccn2)nc(SCC(=O)c2ccccc2)c1Cl | 0.28 |
| 108 | CCOC(=O)Cc1cc(C)[nH]c1C(=O)OCC | 0.37 |
| 109 | O=C(Nc1cc(-c2ccccc2)[nH]n1)c1ccccc1 | 0.38 |
| 110 | Cc1cc(NC(=O)c2cccc([N+](=O)[O-])c2)no1 | 0.34 |
| 111 | O=C(C1=C(O)C(=O)N(CCOCCO)C1c1ccccn1)c1cccs1 (stereo not drawn) | 1 |
| 112 | CN1CCC(=C(c2ccc(Cl)cc2)c2ccccn2)CC1 | -0.35 |
| 113 | COc1cc(C(=S)N2CCOCC2)cc(OC)c1OC | 0.24 |
| 114 | O=C1CCCN1CCCNC(=S)Nc1ccccc1 | 0.8 |
